Screening results from PubChem.
Growth percent in the NCI-60 one-dose screen (48 h, 10 µM unless noted): 100 = growth as untreated, 0 = no growth, -100 = all killed.
SK-MEL-2 = SK-MEL-2 melanoma | 77,000 tested, 4.7% active | AID 1794763
A549/ATCC = A549/ATCC NSCLC; 81,000 tested, 3.7% active; AID 1794740
M14 = M14 melanoma; AID 1794745; 80,000 tested, 6.2% active
HOP-62 = HOP-62 NSCLC; 80,000 tested, 3.9% active; AID 1794735
SK-MEL-5 = SK-MEL-5 melanoma | 80,000 tested, 6.4% active | AID 1794755
EKVX = EKVX NSCLC. AID 1794765. 71,000 tested, 3% active
HOP-92 = HOP-92 NSCLC cells. 71,000 tested, 6.3% active
SK-MEL-28 = SK-MEL-28 melanoma; 81,000 tested, 4.1% active
* marks the source's active call; other numbers are inactive results; / = not tested or not shown; & = joins results of further samples; ! = repeats disagree. How the source made its calls: active means growth percent below 10; inactive means the rest.

SMILES	SK-MEL-2	A549/ATCC	M14	HOP-62	SK-MEL-5	EKVX	HOP-92	SK-MEL-28
COc1ccc(-c2nc(SCCC(C)C)nc(N(CCO)CCO)c2C#N)cc1	91	81	89	69	91	77	69	94
Cc1ccc(C2=CSc3ccccc3N2)cc1	99	/	106	100	101	/	/	107
CC(C)OC(=O)Nn1cnc2ccccc21	106	117	/	/	108	106	96	128
C1=C[C@H](c2c[nH]c3ccccc23)c2[nH]c3ccccc3c2[C@H]1c1c[nH]c2ccccc12	110	104	101	82	87	86	91	104
COc1cccc(N)c1N	81	85	104	85	100	88	114	98
CC(C)(C)OC(=O)N1CCN(CCn2cc(C(F)(F)F)c3c(Cl)ncnc32)CC1	44	96	14	89	80	101	-23*	53
O=C(CSc1nnc(NC(=O)CCl)s1)Nc1ccc2oc(=O)ccc2c1	97	87	94	106	/	99	95	107
O=C(CCCCCCC(=O)c1ccccc1)c1ccccc1	99	92	99	95	105	104	96	115
O=C1/C(=C\c2cccn2C(=O)c2ccc(Cl)cc2)c2ccccc2N1c1c(Cl)cccc1Cl	/	87	108	95	94	100	99	99
c1ccc(OCc2ccc(COc3ccccc3)cc2)cc1	99	108	97	107	103	110	172	115
[2H]C1([2H])CCN(C(=O)C2CC2)c2cc(NS(=O)(=O)c3ccc(-c4ccc(F)c(C(N)=O)c4)cc3)ccc21	101	79	85	106	60	84	83	98
C=CC(C)(C)[C@@]12Nc3c(ccc4c3C=CC(C)(C)O4)[C@]1(O)C[C@H]1C(=O)N3CCC[C@H]3C(=O)N12	103	94	103	89	78	98	92	101
COc1ccc(N2CCN(CCCNS(=O)(=O)c3ccc(C)cc3)CC2)cc1	/	98	108	95	97	95	111	98
Cn1cc(C(=O)c2nc(-c3c[nH]c4ccccc34)no2)c2cc(Br)ccc21	106	99	110	86	93	110	110	124
COc1ccc(/C=C2\N=C(C)N(CCc3ccc(S(N)(=O)=O)cc3)C2=O)cc1OC	107	98	100	101	102	99	96	105
COc1ccc(/C(C)=N/NC(=O)CSc2nc3ccccc3c(=O)n2CCc2ccc(S(N)(=O)=O)cc2)cc1	6.0*	-27*	38	-0.1*	-26*	87	/	43
Cc1cc(C)c2ccc(C)c(N)c2n1	121	111	122	116	112	99	115	125
COC(=O)c1cc2oc(/C=C/C3=C(C(N)=O)C(=O)OC3(C)C)cc2n1Cc1ccccc1	/	86	95	101	92	118	76	134
O=C(Nc1ccc(S(=O)(=O)Nc2ncccn2)cc1)c1ccc(N=Cc2c(O)[nH]c3ccccc23)cc1	113	100	99	72	93	62	95	106
CCOC(=O)C1=C(C)n2nc(CC#N)c(C#N)c2NC1c1ccc(Cl)cc1 (stereo unspecified)	105	104	91	92	98	89	90	101
CN(C)CCOc1ccc(-c2nc3sccn3c2-c2ccnc(S(C)(=O)=O)n2)cc1	111	95	112	88	101	102	57	110
CC(=O)N1N=C(c2ccc(F)cc2)CC1c1cn(Cc2ccc(Cl)cc2)c2ccccc12 (stereo unspecified)	96	73	100	83	85	64	65	88
CCOC(=O)/C=C/CC1CCNC1 (stereo unspecified)	/	102	101	110	106	117	85	108
COc1ccc(-c2nn3c(-c4ccccc4F)nnc3s2)cc1	30	57	35	68	64	70	77	59
O=C1CCC(=O)N1CN1CCN(c2cc(=O)n(-c3ccccc3)c3ccccc23)CC1	103	104	108	97	101	100	/	111
CC(=O)C1(c2ccccc2)Oc2ccccc2-n2c(C#N)c3ccccc3c2C1=O (stereo unspecified)	81	99	95	95	95	/	/	96
Cc1ccsc1[C@@H]1C[C@@H]2Cc3ccc4ccccc4c3N1O2	/	85	91	93	82	91	/	107
O=[N+]([O-])c1ccc(F)c(C(F)(F)F)c1	144	103	103	106	102	102	92	88
O=C(CNc1ccc(Br)cc1)N1CCN(c2ncnc3c2cnn3-c2ccccc2)CC1	42	66	56	61	33	50	47	61
CCOC(=O)C(C(=N)C(=N)C(C(=O)O)C(=O)OCC)C(=O)O (stereo unspecified)	110	92	94	83	105	94	90	106
COC1=CC(c2ccc[nH]2)=N/C1=C\c1[nH]c(C)c(CCCn2cc(CCCCCCCCC[C@@H]3Cc4cc(O)ccc4C4CC[C@]5(C)[C@@H](O)CC[C@H]5C43)nn2)c1C (stereo partly specified)	70	48	74	60	36	/	26	76
COc1ccccc1NC(=S)N1CCC(CCCC2CCN(C(=S)Nc3ccccc3OC)CC2)CC1	91	/	96	99	70	/	/	99
CC(C)(C)N1CC(O)C1	96	108	110	98	106	101	101	124
O=C1CSC(c2ccccc2)Nc2n[nH]c(-c3ccccc3)c21 (stereo unspecified)	106	96	101	/	93	101	/	102
Oc1ccc(/C=N/Nc2nc(N/N=C/c3ccc(O)c(O)c3)nc(N3CCOCC3)n2)cc1O	97	99	105	105	97	95	107	103
NC(=O)c1cc(Cl)ccc1NC(=O)COc1ccccc1	50	53	28	47	/	/	/	69
COc1ccc(-n2cc(-c3ccc(Br)cc3)nc2SCC(=O)c2ccccc2)cc1	87	85	102	92	95	80	87	109
N#Cc1c(-c2ccc(Cl)cc2)nc(NN2C(=O)CCC2=O)nc1N1CCOCC1	111	107	105	96	102	100	106	115
CC[C@H](C)[C@H](NC(=O)[C@H](CCCCN)NC(=O)[C@H](CCCCN)NC(=O)[C@@H](NC(=O)[C@@H](NC(=O)[C@@H](N)Cc1cnc[nH]1)[C@@H](C)CC)[C@@H](C)CC)C(=O)N[C@@H](CCCNC(=N)N)C(=O)N[C@H](C(=O)N[C@@H](Cc1c[nH]c2ccccc12)C(=O)N[C@@H](Cc1ccc(O)cc1)C(=O)N[C@@H](CCCNC(=N)N)C(=O)N[C@@H](CCCCN)C(=O)N[C@@H](C)C(=O)N[C@@H](Cc1c[nH]c2ccccc12)C(=O)N[C@@H](Cc1cnc[nH]1)C(=O)N[C@H](C(=O)N[C@@H](CC(C)C)C(=O)NCC(=O)N[C@@H](CCCCN)C(=O)N[C@H](C(N)=O)C(C)C)C(C)C)[C@@H](C)O	13	39	-12*	36	13	-26*	57	19
CC1(C(=O)O)CCC(C(=O)Nc2ccccc2)C1(C)C (stereo unspecified)	11	111	99	113	104	/	88	115
O=C(/C=C/c1ccccc1F)c1cccc(OCCCOc2cccc(C(=O)/C=C/c3ccccc3F)c2)c1	110	102	105	93	101	97	86	111
COC(=O)C(=O)c1cc2ccccc2n1S(=O)(=O)c1ccccc1	83	95	95	87	106	104	100	110
CC1=C(CN(CC(=O)O)CC(=O)O)C(=O)C(C(C)C)=C/C1=C(\c1ccccc1S(=O)(=O)O)c1cc(C(C)C)c(O)c(CN(CC(=O)O)CC(=O)O)c1C	/	87	108	100	104	/	102	100
O=C(Nc1cc(C(F)(F)F)cc(C(F)(F)F)c1)N1CCN(c2cc(-c3cn(-c4ccccc4)nc3-c3cccc(O)c3)ccn2)CC1	94	81	87	92	93	79	/	93
O=c1oc2ccc(Br)cc2cc1-c1csc(-n2ccc(-c3cc4cc(Br)ccc4oc3=O)n2)n1	105	104	108	104	109	108	101	113
CN1C[C@@H](c2ccc(Cl)cc2)[C@]2(NC(=S)N(c3ccc(F)c(Cl)c3)C2=O)[C@@]12C(=O)NC1C=CC=C[C@H]12 (stereo partly specified)	57	75	59	92	82	83	54	101
O=C(CCCCCCCCC(=O)N/N=C\c1ccccc1O)N/N=C\c1ccccc1O	32	17	-9.0*	0.6*	-60*	26	42	36
NC(=S)NC(=O)c1ccccc1	120	95	/	81	94	91	91	94

Sorted by count of non-hydrogen atoms (lowest first): 3 of the compounds above
SMILES	SK-MEL-2	A549/ATCC	M14	HOP-62	SK-MEL-5	EKVX	HOP-92	SK-MEL-28
NC(=S)NC(=O)c1ccccc1	120	95	/	81	94	91	91	94
O=C(CCCCCCCCC(=O)N/N=C\c1ccccc1O)N/N=C\c1ccccc1O	32	17	-9.0*	0.6*	-60*	26	42	36
CC1=C(CN(CC(=O)O)CC(=O)O)C(=O)C(C(C)C)=C/C1=C(\c1ccccc1S(=O)(=O)O)c1cc(C(C)C)c(O)c(CN(CC(=O)O)CC(=O)O)c1C	/	87	108	100	104	/	102	100

Additional compounds:
SMILES	SK-MEL-2	A549/ATCC	M14	HOP-62	SK-MEL-5	EKVX	HOP-92	SK-MEL-28
CC1=N/C(=C\c2cccc(C#N)c2)C(=O)O1	105	96	101	92	102	103	108	113
C/C=C/C=N\Nc1ccc([N+](=O)[O-])cn1	100	81	99	78	102	99	92	104
O=C1CCc2cc(O)ccc21	103	98	104	96	99	106	78	108
COc1ccc(NC(=O)N2NC(c3ccc(Cl)cc3)C=C2c2ccccc2)cc1 (stereo unspecified)	100	86	101	91	77	/	87	108
Cc1cccc2c1S/C(=C/c1ccc(F)cc1)C2=O	101	96	94	83	99	94	85	115
C1CCC([PH+](C2CCCCC2)C2CCCCC2[PH+](C2CCCCC2)C2CCCCC2)CC1.[Au].[CH-]1CCCCC1C1CCCC[N-]1 (stereo unspecified)	-57*	-57*	-41*	-40*	-98*	-78*	-38*	-83*
O=C1C=CC(=O)N1	94	92	104	113	101	121	97	111
CC(=O)N1N=C(c2ccc(Nc3nc(NCCO)nc(NCCO)n3)cc2)CC1c1ccc(F)cc1 (stereo unspecified)	/	78	83	74	106	97	90	107
O=C1NC(=O)c2c1c1c3ccccc3ccc1c1[nH]c3ccccc3c21	-12*	23	16	1.2*	-18*	11	36	19
COC(=O)c1ccccc1C(=O)OC1CCCCC1	100	98	100	96	101	85	/	109
NC(=O)c1cc(Br)ccc1N(Cc1ccccc1)S(=O)(=O)c1ccccc1	117	118	98	99	101	/	/	100
CCC(CC)C(=O)OC(C)COc1ccccc1 (stereo unspecified)	100	87	93	107	108	98	94	111

One compound at a time, as listed above. Order of screens: SK-MEL-2 | A549/ATCC | M14 | HOP-62 | SK-MEL-5 | EKVX | HOP-92 | SK-MEL-28
C1CCC([PH+](C2CCCCC2)C2CCCCC2[PH+](C2CCCCC2)C2CCCCC2)CC1.[Au].[CH-]1CCCCC1C1CCCC[N-]1 (stereo unspecified) in the list: -57* | -57* | -41* | -40* | -98* | -78* | -38* | -83*
Cc1cccc2c1S/C(=C/c1ccc(F)cc1)C2=O in the list: 101 | 96 | 94 | 83 | 99 | 94 | 85 | 115
O=C1NC(=O)c2c1c1c3ccccc3ccc1c1[nH]c3ccccc3c21 in the list: -12* | 23 | 16 | 1.2* | -18* | 11 | 36 | 19
C/C=C/C=N\Nc1ccc([N+](=O)[O-])cn1 in the list: 100 | 81 | 99 | 78 | 102 | 99 | 92 | 104
COC(=O)c1ccccc1C(=O)OC1CCCCC1 in the list: 100 | 98 | 100 | 96 | 101 | 85 | / | 109

The listing continues:
SMILES	SK-MEL-2	A549/ATCC	M14	HOP-62	SK-MEL-5	EKVX	HOP-92	SK-MEL-28
O=C(Nc1ccc(Cl)c(Cl)c1)ON1CCCCC1	/	97	/	107	96	/	116	104
COc1ccc(C(=O)O/N=C(\Cn2ccnc2)c2ccc(Cl)cc2)cc1	102	90	99	103	102	104	82	115
NCc1nc2ccccc2[nH]1	116	105	101	84	97	/	84	103
C[C@H]1[C@H](C)CC[C@]2(C(=O)O)CC[C@]3(C)C(=CC[C@@H]4[C@@]5(C)C/C(=C/c6ccncc6)C(=O)C(C)(C)[C@@H]5CC[C@]43C)[C@H]12	84	34	78	84	79	62	77	79
CC(C)(O)c1ccc(C(=O)O)cc1	98	94	99	99	99	102	94	95
CN1C(C)(C)CC(=NO)CC1(C)C	108	116	103	96	104	108	87	115
C/C(=C/c1c(O)n(C)c2ccccc12)N=O	101	95	87	98	98	84	/	97
O=COCC(O)COC=O	110	102	112	99	102	/	107	110
CC(O)c1ccccc1 (stereo unspecified)	97	97	92	89	108	99	107	116
O=C1[C@@H]2[C@H](c3nc4ccccc4c(=O)n31)[C@@H]1C=C[C@H]2C1	115	97	98	99	97	96	95	109
CCCCOc1ncnc2c1CC(C)c1cc(O)ccc1N2C (stereo unspecified)	82	78	97	79	60	78	62	110
NC(=O)N(Cc1ccccc1)Cc1ccccc1	104	107	111	115	104	104	95	115
CC[C@H](CC[C@@H](C)[C@H]1CC[C@H]2[C@@H]3CC[C@H]4C/C(=N\OC)CC[C@]4(C)[C@H]3CC[C@]12C)C(C)C	109	102	104	97	103	99	101	97
CCn1c(SCC(=O)Nc2cccc(C(=O)/C=C/c3ccc(C)cc3C)c2)nc2ccccc2c1=O	103	77	/	106	86	88	82	97
OC1CCC(Oc2cccc3cnc(Nc4ccc5nc[nH]c5c4)nc23)CC1 (stereo unspecified)	-34*!	-9.6*!	-9.4*!	5.2*	-6.4*!	-34*!	40&14	5.6*!
Oc1ccc(CN2CCC(N3CCCCC3)CC2)c2cccnc12	3.0*	17	30	5.3*	-29*	46	-12*	33
CC(C)(C)N(Cc1ccccc1)Cc1ccccc1	107	96	109	123	112	106	/	106
O=[N+]([O-])c1ccccc1/C=N\NC(=S)N/N=C/c1ccccc1[N+](=O)[O-]	57	75	38	57	59	71	54	78
COc1ccc(C/C(C)=C(\c2ccc(O)cc2)c2ccc(OCCN(C)C)cc2)cc1	103	104	106	107	110	101	120	109
COc1ccc2c(c1)c(-c1nc(-c3cn(C)c4ncccc34)cs1)cn2CCN	101	46	97	77	60	56	58	99
Fc1ccc(-c2cc(-c3cc(-c4ccc(F)cc4)n[nH]3)[nH]n2)cc1	116	100	106	107	98	104	125	99
COc1ccc2nc(-c3ccc(-c4noc(-c5cc(OC)c(OC)c(OC)c5)n4)cc3)[nH]c2c1	99	46	63	77	45	92	76	51
Cc1cc(C)c(-c2cc(O)c(C)cc2O)c(C)c1	91	114	98	90	91	90	70	102
CCOC(=O)c1sc(/N=C2\NC(=O)/C(=C3/C(=O)N(Cc4ccccc4)c4ccc(Cl)cc43)S2)nc1C	101	97	99	98	102	101	92	113
O=S(=O)(Nc1nc2ccccc2[nH]1)c1ccc(F)cc1	80	88	93	73	100	94	/	97
